RMI FANCM FP: blocks RMI1/RMI2 complex binding to FANCM MM2 peptide. Fluorescence polarization, RMI core complex with F-MM2 peptide; stronger effect = lower value. FP signal (polarization) at 33 µM. 0.58% of 70,000 active; in the data active = FP signal below about 40; note: inactives centre near 61; strong numbers were not always called active; unit not given here
An asterisk follows results filed as active; & = joins results of further samples. Not all compounds are listed; the hit share may differ from the screen's.

No.	RMI FANCM FP	SMILES
1	51	O=C(CC1SC(=O)N(c2ccccc2)C1=O)NC(=S)Nc1cccc([N+](=O)[O-])c1 (stereo not drawn)
2	62	CCOc1ccc2nc(N3CCN(C(=O)c4ccccc4NS(=O)(=O)c4ccc(C)cc4)CC3)sc2c1
3	60	CSc1nc2ccc3nc(NC(=O)c4ccccc4Br)sc3c2s1
4	62	CC(=O)N1CCc2cc(NS(C)(=O)=O)ccc21
5	94	O=C(/C=C/c1cccs1)NC(=S)Nc1ccccc1Cl
6	55	CS(=O)(=O)c1cccc(C(=O)Nc2ccc3c(c2)C(=O)NC3=O)c1
7	64	CCOc1ccc(C(=O)Nc2nnc(-c3cccc(S(C)(=O)=O)c3)o2)cc1
8	73	CC(C)NC(=O)C(=O)NCCc1ccc(N(C)C)cc1
9	36	O=C(O)CN1C(=O)c2cccc3c(I)ccc1c23
10	62	Cc1ccc(CN2C(=O)CC(Nc3ccc(N4CCOCC4)cc3)C2=O)cc1 (stereo not drawn)
11	50	O=C1CN(C(=O)c2nc3ccccc3s2)c2ccccc2N1
12	73	Cc1onc(-c2ccccc2Cl)c1C(=O)NCC(=O)N1CCOC(c2ccccc2)C1 (stereo not drawn)
13	149	COc1ccc(C)cc1NC(=O)Cn1cnc2c(sc3cccc(F)c32)c1=O
14	63	O=C(CN1C(=O)c2ccccc2S1(=O)=O)c1ccc(O)c(O)c1
15	58	Cc1nn(C(=O)c2ccccc2Cl)c(C)c1S(=O)(=O)N1CCOCC1
16	77	Cc1ccc(CSC2=NCCCN2C2CCCCC2)cc1
17	62	O=C(c1ccc(F)c(Cl)c1)c1ccc(F)c(Cl)c1
18	69	CCCOc1ccc(S(=O)(=O)Nc2ccc3c(c2)CN(C(=O)CC)CC3)cc1C
19	57	CC(C)=NNC(=O)COc1ccc(Cl)cc1Cl
20	62	CCOC(=O)c1c(-c2ccc(C)o2)csc1NC(=O)CSc1nc2sc3c(c2c(=O)n1-c1ccccc1)CCCC3
21	61	Cn1cccc1C(CNC(=O)c1ccc(F)cc1F)N1CCc2ccccc2C1 (stereo not drawn)
22	57	Cc1cccn2cc(CCNC(=O)Cc3cccs3)nc12
23	67	CN(C)C(C#N)c1ccccc1Br (stereo not drawn)
24	68	CCN1C(=O)Cc2cc(NS(=O)(=O)c3cc(OC)ccc3OC)ccc21
25	105	CCOc1ccc(Br)cc1S(=O)(=O)Nc1ccc(Nc2nc(C)cc(N(C)C)n2)cc1
26	53	Cc1cc(C)n(-c2ccc(N/N=C(\C#N)S(C)(=O)=O)cc2)n1
27	59	COc1ccc(Br)cc1S(=O)(=O)n1ccnc1-c1ccccc1
28	60	COc1ccc(NC(=O)CN2CCN(c3ccccc3Cl)CC2)cc1
29	67	Cc1cc(C)c2sc(N(Cc3ccccn3)C(=O)C3CCCN3S(C)(=O)=O)nc2c1 (stereo not drawn)
30	64	O=C(Nc1nnc(-c2ccc(Br)cc2)o1)c1ccc(S(=O)(=O)N2CCOCC2)cc1

A stretch of the results above:
No.	RMI FANCM FP	SMILES
8	73	CC(C)NC(=O)C(=O)NCCc1ccc(N(C)C)cc1
9	36	O=C(O)CN1C(=O)c2cccc3c(I)ccc1c23
10	62	Cc1ccc(CN2C(=O)CC(Nc3ccc(N4CCOCC4)cc3)C2=O)cc1 (stereo not drawn)
11	50	O=C1CN(C(=O)c2nc3ccccc3s2)c2ccccc2N1
12	73	Cc1onc(-c2ccccc2Cl)c1C(=O)NCC(=O)N1CCOC(c2ccccc2)C1 (stereo not drawn)
13	149	COc1ccc(C)cc1NC(=O)Cn1cnc2c(sc3cccc(F)c32)c1=O
14	63	O=C(CN1C(=O)c2ccccc2S1(=O)=O)c1ccc(O)c(O)c1
15	58	Cc1nn(C(=O)c2ccccc2Cl)c(C)c1S(=O)(=O)N1CCOCC1
16	77	Cc1ccc(CSC2=NCCCN2C2CCCCC2)cc1
17	62	O=C(c1ccc(F)c(Cl)c1)c1ccc(F)c(Cl)c1
18	69	CCCOc1ccc(S(=O)(=O)Nc2ccc3c(c2)CN(C(=O)CC)CC3)cc1C
19	57	CC(C)=NNC(=O)COc1ccc(Cl)cc1Cl
20	62	CCOC(=O)c1c(-c2ccc(C)o2)csc1NC(=O)CSc1nc2sc3c(c2c(=O)n1-c1ccccc1)CCCC3
21	61	Cn1cccc1C(CNC(=O)c1ccc(F)cc1F)N1CCc2ccccc2C1 (stereo not drawn)
22	57	Cc1cccn2cc(CCNC(=O)Cc3cccs3)nc12
23	67	CN(C)C(C#N)c1ccccc1Br (stereo not drawn)
24	68	CCN1C(=O)Cc2cc(NS(=O)(=O)c3cc(OC)ccc3OC)ccc21
25	105	CCOc1ccc(Br)cc1S(=O)(=O)Nc1ccc(Nc2nc(C)cc(N(C)C)n2)cc1

(listing goes on)
No.	RMI FANCM FP	SMILES
31	82	O=S(=O)(Oc1c(Cl)cc(Cl)c2cccnc12)c1ccc(F)cc1
32	62	O=C(Cn1cnc(-c2ccccc2)cc1=O)Nc1ccncc1
33	54	CNC(=O)Nc1cc(NC(=O)NC)cc(C(F)(F)F)c1
34	92	Cc1cc(Cl)cc2sc(NC(=O)CN3C(=O)c4ccccc4C3=O)nc12
35	59	CS(=NS(=O)(=O)c1ccccc1Cl)c1ccc(OC(=O)c2ccc(Cl)cc2)cc1 (stereo not drawn)
36	52	O=C(O)c1ccccc1-c1ccccc1C(=O)Nc1ccc(F)cc1
37	56	COc1ccccc1C(=O)Nc1ccc2scnc2c1
38	69	CC(/C=C1\SC(=S)N(NC(=O)Cc2ccccc2)C1=O)=C\c1ccccc1
39	72	O=C(CN1C(=O)CCC1=O)Nc1nnc(-c2ccc(C(F)(F)F)cc2)o1
40	72	O=C(CCCn1nc(-c2cccs2)ccc1=O)Nc1ccc(Cl)c(Cl)c1
41	75	CCN1CCCc2cc(CCNC(=O)C(=O)NCCC3=CCCCC3)ccc21
42	54&57	O=[N+]([O-])c1cccc(S(=O)(=O)Nc2cc(-c3c(O)ccc4ccccc34)c(O)c3ccccc23)c1
43	70	CN1CCN(c2nc(-c3ccccc3)nc3sc(-c4ccccc4)cc23)CC1
44	57	CC(=O)Nc1cc(C2CC2)nn1-c1ccccc1
45	64	NS(=O)(=O)c1ccc(CCNC(=O)Cc2csc(Nc3ccc(F)cc3)n2)cc1
46	88	Cc1ccc(C23CC4CC(CC(CN)(C4)C2)C3)cc1
47	53	CCOC(=O)c1nc(C)nc(Sc2ccc(Cl)cc2)c1C
48	62	O=C(Cn1cnc2c(sc3ncccc32)c1=O)Nc1ccc(F)cc1Cl
49	62	Cc1cc2nc3c(=O)[nH]c(=O)nc-3n(C[C@H](O)[C@H](O)[C@H](O)CO)c2cc1C
50	58	C/C(=N/NC(N)=O)c1ccccc1Cl
51	64	CC1CCc2oc3c(cc(NS(=O)(=O)c4cccs4)c4ccccc43)c2C1 (stereo not drawn)
52	64	COc1ccc(Cc2nnc(NC(=O)c3cc4ccccc4o3)o2)cc1
53	65	N#CC1=C(C(N)=O)N=C(c2ccccc2)C(c2ccccc2)N1 (stereo not drawn)
54	80	O=C(Cn1nc(-c2ccco2)c2sc(N3CCCCC3)nc2c1=O)N1CCc2ccccc21
55	60	Nc1ccccc1C(=O)NC1CCCCNC1=O (stereo not drawn)
56	77	O=C(Cc1csc(SCC(=O)c2ccc3c(c2)OCO3)n1)NCc1ccccc1
57	60	CCOC(=O)C1CCN(c2ccc(S(=O)(=O)C(F)(F)F)cc2[N+](=O)[O-])CC1
58	72	COc1ccccc1N1CCN(CCNC(=O)C(=O)Nc2cccc(Cl)c2C)CC1
59	62	CCCCOc1ccc(C(=O)NNC(=O)c2ccc(=O)n(Cc3ccccc3)c2)cc1
60	52	CC(=O)NCc1ccccc1Br
61	-19*	O=C1NC(=S)/C(=C/c2cccnc2)S1
62	52	O=C(NCC(c1ccc(F)cc1)N1CCOCC1)c1ccccc1[N+](=O)[O-] (stereo not drawn)
63	68	COc1ccc(C(=O)NCC(c2ccc3c(c2)CCCN3C)N2CCOCC2)c(OC)c1 (stereo not drawn)
64	70	CC(C)c1cc(=O)[nH]c(-n2nc(-c3cccs3)cc2N)n1
65	60	COc1cccc(OC)c1C(=O)NCCOc1cccc(C(F)(F)F)c1
66	67	N/C(Cc1cccs1)=N/OC(=O)Nc1cccc2ccccc12
67	59	Cc1nc(S(=O)(=O)NC2CCS(=O)(=O)C2)cn1C (stereo not drawn)
68	55	NNC(=O)COc1ccc(-c2n[nH]c(C(F)(F)F)c2-c2ccc(Cl)cc2)c(O)c1
69	55	Cc1ccc(C(=O)NCCOc2ccc(-c3cccs3)nn2)cc1[N+](=O)[O-]
70	60	O=C(/C=C/c1ccccc1OC(=O)c1cccnc1)c1ccc(Cl)cc1
71	64	CCOC(=O)N1CCN(S(=O)(=O)CCCOc2ccc(F)cc2)CC1
72	68	COc1ccc2nc(N3CCN(C(=O)C4CCCN4S(C)(=O)=O)CC3)sc2c1 (stereo not drawn)
73	61	COc1cc([N+](=O)[O-])cc2cc(C(=O)NCCCN3CCOCC3)c(=O)oc12
74	54	O=C(CCCS(=O)(=O)c1ccccc1)Nc1nnc(-c2cccs2)o1
75	71	COc1cccc(C2C(C(=O)Nc3ccc(C)cc3C)C(C)Nc3ncnn32)c1OC (stereo not drawn)
76	60	O=C(c1ccccc1)c1cc(Cl)ccc1N=Cc1c(O)c2ccccc2oc1=O
77	79	Cc1cc(C(=O)Nc2cc(Cl)cc(Cl)c2)on1
78	68	Cc1cccc(NC(=O)c2nnn(Cc3nc(-c4ccc(Cl)cc4)oc3C)c2C)c1C
79	66	O=C(Nc1ccc(CN2CCN(c3ccccn3)CC2)cc1)C1CCCCC1
80	92	Cc1cc(C)c2sc(N(CCN(C)C)C(=O)c3ccc4ccccc4c3)nc2c1
81	81	O=c1[nH]c(SCc2nc(-c3cccc(C(F)(F)F)c3)no2)nc2ccsc12
82	60	CCN1CCN(CC(=O)NC2CCCC2)C(=O)C1=O
83	52	O=C1NN=C(c2ccccc2)/C1=C1\SC(C(=O)c2cccs2)=NN1c1ccccc1
84	54	COc1ccc2c(c1)CCC1C2CC[C@@]2(C)C1CC[C@@H]2O (stereo partly drawn)
85	59	COc1ccc(OC)c(-c2ccn[nH]2)c1OCc1ccccc1
86	64	COc1ccc(N2CCCS2(=O)=O)cc1NC(=O)C(=O)NCC1CCCO1 (stereo not drawn)
87	55	O=C(NCCn1nc(-c2ccccc2)ccc1=O)c1cc2cc(Br)ccc2oc1=O
88	56	CCOc1ccc(-c2nnc3ccc(=S)[nH]n23)cc1
89	85	O=c1c2nnn(-c3ccccc3)c2ncn1Cc1nc(-c2ccc(F)cc2)no1
90	52	COc1ccc(C(=O)N2CCN(c3cc(OC(C)C)nc(C)n3)CC2)cc1

Next part:
No.	RMI FANCM FP	SMILES
91	62	O=C(c1ccc2c(c1)OCO2)N1CCN(Cc2nc(-c3ccc(F)cc3)cs2)CC1
92	76	NC(=O)c1c(NC(=O)c2ccccc2F)sc2c1CCCC2
93	87	O=C(COc1ccc2ccccc2c1)Nc1cccc(-c2nc3cccnc3s2)c1
94	78	N#Cc1ccsc1NC(=O)CSc1nc2sc3c(c2c(=O)n1-c1ccccc1)CCC3
95	64	COc1cccc(-c2csc(CN3CCN(S(=O)(=O)c4c(C)noc4C)CC3)n2)c1
96	61	CCOC(=O)c1ccc2nc(Nc3nc4ccc(OC)cc4s3)sc2c1
97	146	Cc1cc(C)c(C#N)c(SCCC(=O)Nc2ccc(-c3nc4ccccc4s3)cc2)n1
98	66	CC(=O)Nc1cccc(NC(=O)CSc2nc(CC(=O)NC3CCCC3)cs2)c1
99	57	CC1CCC2=C1C[C@H](C(C)(C)O)CC[C@@H]2C (stereo partly drawn)
100	62	O=C(Nc1nnc(C2CC2)s1)c1ccc(Oc2cc(Cl)cc(Cl)c2)o1
101	59	O=C(Nc1cc(F)ccc1F)C1(c2cccs2)CCCC1
102	55	CN1CCN(C(CNC(=O)NC2CCCCC2)c2ccc(N(C)C)cc2)CC1 (stereo not drawn)
103	57	Cc1ccc(-n2c(CC#N)n[nH]c2=S)c(C)c1
104	63	NNC(=O)c1ccc2c(c1)OCO2
105	60	COc1ccc2c(c1)c(C(=O)ON1C(=O)CCC1=O)c(C)n2C1CC1
106	62	Cc1csc(CN2CCN(C(=O)c3cc(Cl)ccc3Cl)CC2)n1
107	63	Cc1ccc(C(=O)C(C)Sc2nnc(-c3ccc4ccccc4c3)n2C)cc1Cl (stereo not drawn)
108	71	CSCCn1c(=NC(=O)Cc2ccc(C)c(C)c2)sc2cc3c(cc21)OCO3
109	67	CCOC(=O)c1sc(NC(=O)c2ccccc2Cl)nc1-c1ccccc1
110	63	O=C(CSc1nc2c(c(=O)[nH]1)CN(Cc1ccc(F)cc1)CC2)Nc1ccc2c(c1)OCCO2
111	65	CC(C)CCNc1ccc(S(=O)(=O)Cc2ccc(Cl)cc2)nn1
112	56	CCOC(=O)c1nc(C)sc1-c1ccnn1S(=O)(=O)c1ccccc1C(F)(F)F
113	59	CN1CCC/C1=C\c1c([N+](=O)[O-])cnn1C
114	64	NC(=O)CSc1ccnc(SCC(N)=O)n1
115	65	O=C(Nc1ncnc2c1CCC2)C1CCCN(S(=O)(=O)c2cccs2)C1 (stereo not drawn)
116	88	CC(Oc1ccccc1F)C(=O)NCCCn1nc(-c2ccco2)ccc1=O (stereo not drawn)
117	55	COc1cc2c(cc1OC)C1C(=O)c3c(cc4c(c3O)CCC(C)(C)O4)OC1CO2 (stereo not drawn)
118	64	O=S(=O)(NCCN1CCN(c2ccccc2)CC1)c1cccs1
119	58&56	CCOC(=O)c1ncn2c1CN(C)C(=O)c1cc(F)ccc1-2
120	70	Cc1cccc(Cn2cnc3c(cnn3CCNC(=O)c3ccc4ccccc4c3)c2=O)c1
121	60	CCSC1=NCN(Cc2cccs2)CN1
122	57	S=C(NCc1cn2ccccc2n1)Nc1ccccc1
123	57	O=S(=O)(c1ccccc1)c1ccc(-c2ccn[nH]2)cc1
124	58	CC(C)(C)C(=O)NC12CC3CC(CC(C3)C1)C2
125	83	Cc1ccccc1Cn1nnc2c(=O)n(Cc3nc(-c4cccc(Br)c4)no3)cnc21
126	56	COc1ccc(C(=O)OCc2cc(-c3cccs3)on2)c(OC)c1
127	69	Cc1cc(C)c2sc(NCCN3CCOCC3)nc2c1
128	68	CCn1ccc(C(=O)Nc2nc(C)c(C(C)=O)s2)n1
129	63	Cc1nc(-n2nc(-c3cccs3)cc2NC(=O)c2ccc(Cl)cc2Cl)[nH]c(=O)c1C

High-throughput results: PubChem BioAssay, Small Molecule Screening Facility, UW Madison
